# Screening data as filed in PubChem BioAssay.
# CHO parental Ca: signal in parental CHO cells, OX1R antagonist counter-screen | parental CHO-K1, ATP-induced calcium, Fluo-8 fluorescence | inhibition, % at 5.6 µM | 330,000 tested, 0.63% active | AID 463079;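 active = inhibition above that plate's mean sample inhibition plus 3 SD, cut at about 26% in these data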;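 also: 0% = ATP-challenged DMSO wells and 100% = DMSO wells without ATP; some compounds past the cut are filed as inactive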
#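 Test system: untransfected parental CHO cell line. Compound: one dose, 5.6 µM nominal. Detection: intracellular calcium via Fluo-8 no-wash fluorescent dye. Measure: % inhibition. Benchmarks: ATP-challenged DMSO wells low, unchallenged DMSO wells high.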
# GPR7 antag: antagonists of human GPR7 (neuropeptides B/W receptor 1). P48145. GPR7-expressing cells, fluorescence antagonist assay. inhibition, % at 4.4 µM. 290,000 tested, 1.1% active. AID 1861; in the data active = inhibition above about 16%, passing the limit was not always enough;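 also: cells stimulated with the agonist NPW; 0% = agonist with vehicle and 100% = vehicle without agonist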
# Target sequence (P48145 whole entry, looked up): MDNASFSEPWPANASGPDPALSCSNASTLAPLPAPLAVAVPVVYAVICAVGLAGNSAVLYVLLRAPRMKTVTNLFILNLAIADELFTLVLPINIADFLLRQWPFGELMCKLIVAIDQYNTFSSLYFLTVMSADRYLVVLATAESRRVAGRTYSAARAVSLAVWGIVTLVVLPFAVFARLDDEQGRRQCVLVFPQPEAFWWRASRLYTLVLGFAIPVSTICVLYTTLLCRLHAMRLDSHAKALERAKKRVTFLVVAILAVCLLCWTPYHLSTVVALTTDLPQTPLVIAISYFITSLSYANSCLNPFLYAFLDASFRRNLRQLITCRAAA
# CHO-K1 Ca PAM: counter-screen for M1 PAMs: effect in parental CHO-K1 cells | activation, % at 3 µM | AID 602247 | ATP EC20, Fluo-8 calcium fluorescence; 0% at ATP EC20, 100% at ATP max | 360,000 tested, 0.02% active;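 active = activation above the run cutoff, the mean activation of all test compounds plus 3 SD, cut at about 40% in these data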;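 also: peak over basal fluorescence ratio in a 140 s read after ATP addition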
# CHO-K1 Ca ag: counter-screen for M1 agonists: effect in parental CHO-K1 cells; Fluo-8 calcium fluorescence; scaled to maximal ATP response, vehicle zero; activation, % at 3 µM; 360,000 tested, 0.48% active; AID 602248; in the data active = activation above about 15%;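 also: untransfected CHO-K1 host cells lacking M1 receptor as counterscreen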
# OXTR potentiate: potentiators of human oxytocin receptor | AID 2445 | P30559 | CHO-OTR cells, Fluo-8 calcium fluorescence, potentiator mode; 0% = oxytocin EC15, 100% = EC100 | activation, % at 3 µM | 320,000 tested, 0.061% active;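 active = activation above that plate's cutoff, the mean activation of tested compounds plus 3 SD, cut at about 6.6% in these data, passing the limit was not always enough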;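 also: 100% uses oxytocin at 75 nM as the full agonist control; some results filed as inactive read as strong as hits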
#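 Replication – single well per compound, singlicate · Assay system – CHO cell line stably expressing human OTR · Timing – 6 min pre-incubation, 100 s read · Measure – normalized max/min fluorescence ratio, % activation · Doses – 3.0 µM, one dose · Detection – Fluo-8 calcium dye fluorescence · Probe or stimulus – oxytocin near EC15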
# V1R ag counter: V1a receptor agonism, counter-screen for OXTR agonists. P37288. CHO-V1R cells, Fluo-8 calcium fluorescence, agonist mode; 0% DMSO, 100% 3 nM vasopressin. activation, % at 3 µM. 320,000 tested, 0.25% active;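 active = activation above the mean activation of all tested compounds plus 3 SD, per screening run, cut at about 20% in these data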;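 also: signal is peak over basal fluorescence ratio across a 100 second FLIPR read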
# Target sequence (P37288 whole entry, looked up): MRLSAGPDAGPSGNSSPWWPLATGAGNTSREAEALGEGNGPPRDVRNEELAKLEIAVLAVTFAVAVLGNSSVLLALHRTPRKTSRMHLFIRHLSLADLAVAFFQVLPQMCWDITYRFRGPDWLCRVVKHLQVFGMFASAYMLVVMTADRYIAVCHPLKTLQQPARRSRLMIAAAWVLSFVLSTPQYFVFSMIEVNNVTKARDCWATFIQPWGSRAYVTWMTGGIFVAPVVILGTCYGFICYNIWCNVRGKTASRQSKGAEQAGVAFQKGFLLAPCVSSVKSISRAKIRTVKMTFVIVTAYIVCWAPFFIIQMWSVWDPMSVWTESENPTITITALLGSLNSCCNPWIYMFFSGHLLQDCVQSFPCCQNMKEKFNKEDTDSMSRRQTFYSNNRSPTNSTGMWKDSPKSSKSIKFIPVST
# OXTR agonist: agonists of human oxytocin receptor | P30559 | 320,000 tested, 0.32% active | AID 2435 | CHO-OTR cells, Fluo-8 calcium fluorescence; normalized: DMSO 0%, oxytocin 100% | activation, % at 3 µM;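 active = activation above the mean of all tested compounds plus 3 SD, cutoff set per screening run, cut at about 20% in these data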;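 also: peak over basal fluorescence ratio from a 100 s FLIPR kinetic read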
# CHO-K1 Ca antag: counter-screen for M1 antagonists: effect in parental CHO-K1 cells | ATP-induced calcium, Fluo-8 fluorescence | inhibition, % at 3 µM | 360,000 tested, 0.6% active | AID 602250;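 active = inhibition above a per-plate cutoff, the plate's mean sample inhibition plus 3 SD, cut at about 24% in these data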;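 also: 0% = DMSO plus EC80 ATP and 100% = DMSO alone without ATP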
# TAAR1 antagonist: antagonists of human TAAR1; inhibition, % at 3 µM; CHO RD-HGA16 TAAR1, Fluo-8 calcium fluorescence, antagonist; 360,000 tested, 1.5% active; Q96RJ0;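 active = inhibition above a per-plate cutoff, the mean inhibition of test compounds on that plate plus 3 SD, cut at about 49% in these data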;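 also: 0% = DMSO plus EC80 beta-PEA response and 100% = DMSO alone without agonist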
# Target sequence (Q96RJ0 whole entry, looked up): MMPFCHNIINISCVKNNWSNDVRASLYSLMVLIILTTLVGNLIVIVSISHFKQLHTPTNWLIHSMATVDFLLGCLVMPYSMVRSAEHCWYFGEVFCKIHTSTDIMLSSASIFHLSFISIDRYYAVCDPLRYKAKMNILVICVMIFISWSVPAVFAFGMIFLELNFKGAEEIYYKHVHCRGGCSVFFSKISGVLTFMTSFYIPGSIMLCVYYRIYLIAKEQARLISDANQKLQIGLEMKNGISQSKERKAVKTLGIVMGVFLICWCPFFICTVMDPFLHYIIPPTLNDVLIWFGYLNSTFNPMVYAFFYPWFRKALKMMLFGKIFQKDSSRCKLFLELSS
#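 Test system – hTAAR1-expressing CHO RD-HGA16 cells, Gα16-coupled · Also added – β-PEA at EC80 concentration, post-compound challenge · Compound – 3 µM, single point · Incubation – dye loading 75 min at 37 °C, then 30 min room temperature · Measured by – Fluo-8 intracellular calcium dye fluorescence, real-time kinetic reads · Benchmarks – vehicle and agonist controls · Replicates – singlicate, one well per test compound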
# Starred values were filed as active, the others as inactive; / = no result given; & = joins results of further samples.
item	Structure	V1R ag counter	OXTR potentiate	CHO-K1 Ca antag	GPR7 antag	CHO parental Ca	CHO-K1 Ca PAM	OXTR agonist	TAAR1 antagonist	CHO-K1 Ca ag
1	Nc1cccnc1Sc1cc(Cl)cc(Cl)c1	-1.4	-1.0	-4.1	-8.9	-10.7	14.5	-2.4	-12.6	-0.1
2	COc1ccc(CCNC(=O)CN(C2CCCCC2)S(C)(=O)=O)cc1OC	0.1	2.0	-5.7	-15.1	-18.7	15.8	-0.8	-33.6	0.9
3	O=C(CN1CCN(C(=O)CNC(=O)c2ccc3c(c2)OCO3)CC1)Nc1ccc(F)cc1	0.6	-4.3	-13.7	/	-6.8	-2.6	0.7	-16.9	-0.1
4	CCOCc1nnc(NC(=O)C2CC(=O)N(C3CCCC3)C2)s1 (stereo unspecified)	-0.4	3.2	-17.1	-4.0	12.4	-1.2	0.2	2.0	0.0
5	Cc1cccc(OCC(=O)N/N=C\c2cccn2C)c1C	3.1	-12.0	10.9	-12.3	-13.1	-5.6	4.0	11.2	0.2
6	c1ccc(CSc2nnc(-c3ccccn3)n2-c2ccccc2)cc1	-1.1	-11.6	4.5	9.4	-3.4	0.8	-0.5	6.8	0.5
7	CC(C)C[C@@H]1O[C@H](C(C)C)Cc2[nH][nH]c(=O)c21	/	/	-1.6	/	/	2.4	/	9.6	0.2
8	Cc1cc(CNC(=O)COc2ccc([N+](=O)[O-])cc2)c2ccccc2n1	3.2	-2.6	-9.1	0.5	-20.4	4.5	1.9	-17.6	1.4
9	CCNc1nc(Cl)nc(NCc2ccccc2)n1	-0.1	-19.0	-17.9	-6.6	-13.5	15.5	-1.3	7.4	0.6
10	Cc1ccc(NC(=S)N=Nc2c(O)n(C)c3ccc(S(=O)(=O)N4CCOCC4)cc23)cc1C	0.1	2.2	-9.2	-12.1	4.7	26.1	0.0	-2.3	0.9

# In a second layout: entries from further up
# Below each SMILES – V1R ag counter, OXTR potentiate, CHO-K1 Ca antag, GPR7 antag, CHO parental Ca, CHO-K1 Ca PAM, OXTR agonist, TAAR1 antagonist, CHO-K1 Ca ag
7: CC(C)C[C@@H]1O[C@H](C(C)C)Cc2[nH][nH]c(=O)c21
→ /, /, -1.6, /, /, 2.4, /, 9.6, 0.2
8: Cc1cc(CNC(=O)COc2ccc([N+](=O)[O-])cc2)c2ccccc2n1
→ 3.2, -2.6, -9.1, 0.5, -20.4, 4.5, 1.9, -17.6, 1.4

# (continued)
item	Structure	V1R ag counter	OXTR potentiate	CHO-K1 Ca antag	GPR7 antag	CHO parental Ca	CHO-K1 Ca PAM	OXTR agonist	TAAR1 antagonist	CHO-K1 Ca ag
11	COc1ccc(C(=O)Nn2c(CC(C)C)nc3cc(Cl)ccc3c2=O)c(OC)c1	1.0	-7.3	-4.3	-8.5	-10.4	3.5	-2.3	-30.2	-0.4
12	CCOC(=O)N1CCC(=NNC(=O)NC2CCCCC2)CC1	0.8	-27.7	-9.7	-6.6	-1.8	25.2	-1.4	5.5	2.4
13	S=C(N/N=C/c1cccc2ccccc12)Nc1cccc(Cl)c1	1.1	-10.7	0.7	-6.7	-15.0	4.1	-1.2	-35.8	0.3
14	Cc1cc(C)cc(NC(=O)N2CCN(C/C=C/c3ccccc3)CC2)c1	0.7	-14.0	-11.5	-8.3	-14.6	17.9	-1.2	15.2	-0.1
15	O=C(Cc1ccccc1)N1CCC(C(=O)N2CCN(c3ccc(F)cc3)CC2)CC1	0.3	-5.8	-9.0	0.0	-14.1	23.5	-1.8	7.4	0.1
16	COc1cc(C(=O)NNC(=O)COc2ccc(C)cc2)ccc1OCC(=O)N1CCOCC1	0.1	-3.6	-11.0	/	-17.8	20.1	-0.7	-8.2	0.4
17	Cc1cccc(N2CCN(CC(O)COCc3cccs3)CC2)c1C (stereo unspecified)	4.3	-10.8	-1.9	-5.9	-22.2	-4.9	0.4	-20.2	0.5
18	CCCCSc1ncc(C(=O)OCC)c(N)n1	-1.3	-3.2	1.8	-0.9	-24.6	-1.9	-2.5	-26.6	-0.5
19	O=C(CCOc1ccccc1)N1CCCC(Nc2ccccc2)C1 (stereo unspecified)	/	/	-9.1	/	/	26.2	/	6.9	1.8
20	O=C(C1CCN(S(=O)(=O)c2ccc(F)cc2)CC1)N1CC=C(c2ccccc2)CC1	-0.5	-5.7	-2.3	-6.8	-3.9	19.9	-2.1	5.5	3.5

# Two compounds picked at random from those above, as already listed:
item	Structure	V1R ag counter	OXTR potentiate	CHO-K1 Ca antag	GPR7 antag	CHO parental Ca	CHO-K1 Ca PAM	OXTR agonist	TAAR1 antagonist	CHO-K1 Ca ag
15	O=C(Cc1ccccc1)N1CCC(C(=O)N2CCN(c3ccc(F)cc3)CC2)CC1	0.3	-5.8	-9.0	0.0	-14.1	23.5	-1.8	7.4	0.1
11	COc1ccc(C(=O)Nn2c(CC(C)C)nc3cc(Cl)ccc3c2=O)c(OC)c1	1.0	-7.3	-4.3	-8.5	-10.4	3.5	-2.3	-30.2	-0.4

# Continuation.
item	Structure	V1R ag counter	OXTR potentiate	CHO-K1 Ca antag	GPR7 antag	CHO parental Ca	CHO-K1 Ca PAM	OXTR agonist	TAAR1 antagonist	CHO-K1 Ca ag
21	Cc1ccc(NC(=S)/C(=C(\[O-])c2ccc(C)c([N+](=O)[O-])c2)[n+]2ccccc2)cc1C	-0.3	-8.5	/	-9.7	-18.1	/	-1.3	/	/
22	CNC(=S)NNC(=O)c1sccc1OCc1ccc(Cl)cc1Cl	-0.2	4.3	-7.7	-5.8	-3.0	17.6	-0.1	14.1	0.3
23	Cc1ccc(NC(=O)CN2CCN(C(=O)c3ccco3)CC2)cc1	0.6	-3.0	-22.2	-9.2	0.2	17.1	2.6	-4.6	1.7
24	CCCNC(=O)/C(C#N)=C1\N=C(NC(=O)c2cccs2)c2ccccc21	1.0	-2.9	-6.3	-4.0	-1.7	4.1	0.4	-30.8	1.4
25	CCOc1ccc(NC(=O)COc2ccccc2)c([N+](=O)[O-])c1	-0.5	-5.7	3.5	-9.8	-32.2	-12.1	0.3	-10.9	1.2
26	Cc1onc(-c2ccccc2)c1C(=O)Nc1ccccc1N1CCOCC1	-1.4	0.5	-8.2	2.9	-6.3	1.4	-2.8	-14.4	-0.3
27	CCN(CC)C(=O)Cn1cc(SCC(=O)NC2CCCCC2)c2ccccc21	/	/	-5.8	/	/	6.2	/	-0.2	0.5
28	O=C(c1noc2c1CCCC2)N1CCC(CO)(Cc2ccccc2Cl)CC1	6.8	-20.9	-7.4	8.0	-20.7	17.7	5.8	-2.8	2.9
29	Cc1ccc(CN2C(=O)C(CC(C)C)Nc3ncnc(N4CCOCC4)c32)cc1 (stereo unspecified)	0.6	-0.6	-10.2&2.7	/	-16.1	12.6&19.1	-0.5	1.4&-25.6	0.6&1.4
30	CN(C)CCNC(=O)/C(=C/c1ccc(-c2cccc([N+](=O)[O-])c2)o1)NC(=O)c1ccccc1	-0.3	-0.9	-0.9	4.6	-11.5	13.0	-1.1	6.6	0.5
31	Cc1ccccc1NC(=O)c1ccccc1O	4.9	-2.9	-0.2	-11.3	-1.0	7.0	10.4	13.5	7.4
32	Cc1ccc(S(=O)(=O)CCC(=O)Oc2ccc3c(C)cc(=O)oc3c2)cc1	-0.3	1.1	6.0	/	-7.9	-18.8	0.5	-14.4	0.6
33	Cc1ccc(OCCCCCN2CCOCC2)c(Cl)c1	0.8	2.9	-4.1	/	-18.0	9.1	0.0	-20.9	0.9
34	CCN(CC(=O)Nc1ccccc1C(F)(F)F)C(=O)C1=COCCO1	0.0	3.9	3.4	/	-0.1	14.3	1.9	-25.4	0.1
35	C=CCn1c(SCC(=O)NCC(=O)OCC)nnc1-c1ccccn1	-1.2	0.4	-11.6	-5.3	-10.6	17.3	0.0	1.9	0.4
36	O=C(Nc1ccc[n+](CC(=O)c2cccc3ccccc23)c1)c1ccccc1	-0.8	0.6	-11.2	-3.6	-12.1	20.5	-1.1	-5.7	0.7
37	CCCSc1nc(C)c(C(C)=O)cc1C#N	-0.8	-3.5	-9.9	-9.9	-3.5	14.5	-0.5	/	0.4
38	NC(=O)C1CCN(C(=O)CSc2nc3c(c(-c4ccccc4)n2)CCCC3)CC1	0.6	-8.8	12.6	-4.1	-3.3	-1.1	-0.8	16.1	0.0
39	O=C(COC(=O)c1ccc2c(c1)OCCO2)Nc1ccccc1C(F)(F)F	/	/	-3.5	/	/	-2.7	/	-7.9	0.1
40	Cn1c(N)c(C(=O)COC(=O)CCc2c[nH]c3ccccc23)c(=O)n(C)c1=O	7.8	-15.5	-5.0	-1.3	-13.9	10.1	7.0	1.5	3.0
41	CCN(CC1CCCO1)C(=O)c1cc(COc2ccc(F)cc2F)on1 (stereo unspecified)	1.6	-8.1	11.6	-3.3	-3.0	-7.5	-0.4	-5.3	0.9
42	CC1CN(S(=O)(=O)c2ccc(C(=O)Nc3ccc(S(=O)(=O)Nc4ncccn4)cc3)cc2)CC(C)O1 (stereo unspecified)	-0.3	-0.4	-8.6	-8.0	1.0	2.8	0.6	-1.3	0.6
43	CCCCC(=O)Nc1nc(C)c(-c2csc(Nc3cc(OC)ccc3OC)n2)s1	0.4	-7.7	11.3	-6.0	-17.9	-7.2	-1.7	25.8	-0.2
44	Cc1ccc(OCC(=O)Nc2ccccc2C(=O)NC2CC2)cc1	-0.1	-1.7	-17.3	/	-12.7	17.1	-1.7	8.3	1.1
45	CCn1c2ccccc2c2cc(NC(=O)Cc3ccc(S(=O)(=O)N4CCOCC4)s3)ccc21	0.4	-14.2	11.1	22.0	-1.1	3.7	-0.9	-2.3	0.5
46	COc1ccc(S(=O)(=O)NNC(=S)NCCc2ccccc2)c(OC)c1	-0.6	-5.4	-9.1	-2.1	-9.9	22.7	-0.1	-30.1	1.5
47	O=C(Cc1ccccc1)c1ccccc1C(=O)N1CCCCC1	0.3	-7.2	-1.3	-1.1	-8.9	14.4	-1.3	-12.5	0.2

# Whole records, looked up by structure. Order of values: V1R ag counter, OXTR potentiate, CHO-K1 Ca antag, GPR7 antag, CHO parental Ca, CHO-K1 Ca PAM, OXTR agonist, TAAR1 antagonist, CHO-K1 Ca ag
# S=C(N/N=C/c1cccc2ccccc12)Nc1cccc(Cl)c1 in the list: 1.1, -10.7, 0.7, -6.7, -15.0, 4.1, -1.2, -35.8, 0.3
# Cc1cccc(N2CCN(CC(O)COCc3cccs3)CC2)c1C (stereo unspecified) in the list: 4.3, -10.8, -1.9, -5.9, -22.2, -4.9, 0.4, -20.2, 0.5
# O=C(Nc1ccc[n+](CC(=O)c2cccc3ccccc23)c1)c1ccccc1 in the list: -0.8, 0.6, -11.2, -3.6, -12.1, 20.5, -1.1, -5.7, 0.7
